# FBPA Giardia inh: qHTS Assay for Inhibitors of Fructose-1,6-bisphosphate Aldolase from Giardia Lamblia; purified Giardia FBPA; Potency, µM (titrated, usually from 59.6 µM), for the others: at the highest dose activity, negative = inhibition, actives largely listed as inhibitors; A8B2U2; actives 0.71% (n = 290,000); note: potency is the fitted concentration of half-maximal effect; % is set by controls: 0 for no effect and ±100 for the full control effect; nearly all actives have a fitted effect of over 55% in size
# Target sequence (A8B2U2 whole entry, looked up): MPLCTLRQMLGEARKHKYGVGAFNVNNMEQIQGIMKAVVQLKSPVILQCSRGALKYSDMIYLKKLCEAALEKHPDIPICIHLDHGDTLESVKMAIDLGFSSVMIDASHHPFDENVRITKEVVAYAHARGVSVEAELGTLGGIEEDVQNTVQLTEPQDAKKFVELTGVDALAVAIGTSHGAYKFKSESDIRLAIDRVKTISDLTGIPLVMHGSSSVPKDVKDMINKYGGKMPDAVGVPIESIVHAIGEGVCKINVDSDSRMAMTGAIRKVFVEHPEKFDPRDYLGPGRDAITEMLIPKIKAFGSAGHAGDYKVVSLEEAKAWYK
#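 Giardia FBPA (40 nM reagent) was preincubated 10 min at RT with compound (up to 57.5 uM final), then substrate plus GAPDH/TPI/NAD/arsenate coupling system with diaphorase/resazurin was added; resorufin fluorescence (525/598 nm) was read after 20 min.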
# AmpC no deterg: qHTS Inhibitors of AmpC Beta-Lactamase (assay without detergent) | AID 485341, 2010 | Potency, µM (doses to about 57.1 µM), for inactives: at the highest dose activity change, negative = inhibition, actives largely listed as inhibitors | AmpC nitrocefin hydrolysis, absorbance 480 nm, 0.0001% Triton | actives 0.52% (n = 330,000);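 note: potency is the fitted concentration of half-maximal effect; plate controls were no compound for no effect and no enzyme for full effect; nearly all actives have a fitted effect of over 20% in size; some results filed as inactive show a strong effect at the top dose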
# Target sequence (P00811 whole entry, looked up): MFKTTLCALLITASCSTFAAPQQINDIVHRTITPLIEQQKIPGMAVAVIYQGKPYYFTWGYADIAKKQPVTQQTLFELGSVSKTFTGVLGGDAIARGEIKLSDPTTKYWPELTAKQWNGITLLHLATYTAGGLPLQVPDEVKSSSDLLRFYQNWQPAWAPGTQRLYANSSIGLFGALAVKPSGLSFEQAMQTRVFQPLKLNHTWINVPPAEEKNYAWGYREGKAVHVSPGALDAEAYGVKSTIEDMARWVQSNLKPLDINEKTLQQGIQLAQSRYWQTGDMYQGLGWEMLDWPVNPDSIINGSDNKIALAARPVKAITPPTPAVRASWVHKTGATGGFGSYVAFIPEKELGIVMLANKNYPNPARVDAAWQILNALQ
#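 20 mM phosphate pH 7.0 + 0.01% (detergent screen) or 0.0001% Triton X-100; 5.3 nM AmpC reagent; cpd preinc 15 min RT; nitrocefin (800 uM stock) to start; A480 q20 s × 4 min; Activity was normalised to no-enzyme and no-compound control wells.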
# AmpC inh detg: qHTS Inhibitors of AmpC Beta-Lactamase (assay with detergent) | P00811 | AmpC hydrolysis of nitrocefin, absorbance 480 nm, 0.01% Triton | Potency, µM (doses to about 114 µM), for inactives: top-dose activity change, negative = inhibition, hits mostly inhibitors | actives 0.041% (n = 370,000) | AID 485294, 2010;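 note: potency is the fitted concentration of half-maximal effect; 0% = no-compound wells and -100% = no-enzyme wells; nearly all actives have a fitted effect of over 25% in size; some results filed as inactive show a strong effect at the top dose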
#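 AmpC (5.3 nM in the dispensed reagent) in 20 mM phosphate pH 7.0 with 0.01% (detergent screen) or 0.0001% Triton X-100 was preincubated with compounds for 15 min at room temperature. Nitrocefin was then added from an 800 uM solution, and hydrolysis was followed at 480 nm.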
# HCMV inh: qHTS Assay for inhibitors of the human cytomegalovirus (HCMV) | HFF cells, HCMV-luciferase reporter, 72 h; hits give low values | activity change, negative = inhibition, % at 57.5 µM | actives 4.5% (n = 410,000); in the data active = activity change below about -60%; inconclusive = no clear call, values can overlap the other calls; inactive = above about -39%; note: % is set by controls: 0 for no effect and ±100 for the full control effect
#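 Compounds were evaluated in HFFs infected with an HCMV luciferase reporter virus (MOI 1 PFU/cell). Luciferase in lysates collected 72 h post infection served as the replication measure.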
# AMA1 RON2 block: qHTS for Inhibitors of AMA1-RON; Towards Development of Antimalarial Drug Lead: Primary Screen. Plasmodium falciparum AMA1 (3D7) - RON2 peptide interaction. AlphaScreen AMA1-biotinylated RON2 peptide binding. Potency, µM (titrated, usually from 58.2 µM), for the others: at the top dose activity change, negative = inhibition, hits mostly inhibitors. actives 0.2% (n = 360,000). AID 720542, 2013;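 note: potency is the fitted concentration of half-maximal effect; 0% = vehicle wells and -100% = peptide control; nearly all actives have a fitted effect of over 45% in size; some results filed as inactive show a strong effect at the top dose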
#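 AMA1 (3D7) with his tag at 25 nM final met compounds first, then biotinylated RON2 peptide at 25 nM; detection used donor plus acceptor beads, 10 µg/mL apiece, read by AlphaScreen after 30 min at room temperature.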
# CHX counter: Cycloheximide Counterscreen for Small Molecule Inhibitors of Shiga Toxin; cell reporter, cycloheximide protein synthesis inhibition counterscreen; max response, %; actives 12% (n = 300,000); in the data active = max response mostly above about 13%, no sharp cut-off; inactive = mostly below about 14%; note: read at 38.3 µM for the half of the compounds with a filed dose; 0% is about no effect
# Shiga toxin inh: A qHTS for Small Molecule Inhibitors of Shiga Toxin. Vero cells, Shiga toxin protein synthesis inhibition reporter. inhibition, % at 38.7 µM. actives 9.2% (n = 290,000); in the data active = inhibition mostly above about 28%, no sharp cut-off; inactive = mostly below about 43%; note: 0% is about no effect
# The depositor's hits bear a star; ? = inconclusive; . = not tested or not shown; & = joins results of further samples; [ ] = another dose, or the depositor's remark. Unless noted, calls come from the whole dose curve; as a rule, active = well fitted curve in the direction sought with a large enough effect; inconclusive = small, poorly fitted or top-dose-only effect, or another doubt; inactive = no such curve, though single readings can be large; an effect the other way counts as inactive or inconclusive.
SMILES,FBPA Giardia inh,AmpC no deterg,AmpC inh detg,HCMV inh,AMA1 RON2 block,CHX counter,Shiga toxin inh
COc1ccc(C)cc1NC(=O)CN(C)S(=O)(=O)c1ccc2c(c1)CCCN2C(C)=O,1%,102%[activator],?,?,-12%,-8,-8
O=C(CC(NC(=O)c1ccccc1Cl)c1ccccc1)Nc1ccc2c(c1)OCO2 (stereo not given),0%,?,-9%,-5,-3%,2,15
Cc1ccc(-c2n[nH]c(=S)n2C)cc1,-8%,-7%,-10%,?,22%,-4,-14
COc1cc2nc(CN3CCN(C(c4ccccc4)c4ccccc4)CC3)[nH]c(=O)c2cc1OC,1%,-13%,-6%,.,.,-2,2
Cc1ccc(O)c(-c2cc(-c3cccc(Br)c3)n[nH]2)c1,3%,43%,-2%,-8,95%[activator],45*,98*
Cc1ccc(-c2ccc(/C=N\NC(=O)C3C(=O)NCC3c3ccccc3)o2)cc1Cl (stereo not given),-8%,26%,1%,30,29%,10,26
Cc1ccccc1NC(=O)COc1coc(CN2CCN(c3ccccc3)CC2)cc1=O,.,35%,0%,-35,-9%,.,.
Cc1cc(C(=O)OCn2nnc3ccccc3c2=O)c(C)n1-c1ccccc1,6%,-33%,-12%,5,-9%,62*,69*
O=C(Nc1ccc(Br)cc1Cl)Nn1cnnc1,2%,-23%,-4%,-17,36%[activator],-3,-16
O=C(CCNC(=O)c1ccc([N+](=O)[O-])cc1)Nc1nccs1,1%,-8%,-2%,6,0%,-3,-5
Cc1ccc(-c2nnn(CC(=O)N(c3ccccc3F)C(C(=O)NCC3CCCO3)c3c[nH]c4ccccc34)n2)cc1 (stereo not given),-7%,164%[activator],-13%,26,-11%,1,-5
COc1ccc(C(=O)CSc2nnc(C3CC3)n2N)cc1,-2%,-8%,?,72,17%,-5,-11
COc1ccc(OC)c(/C=C/C(=O)OCC(=O)N2CCN(S(=O)(=O)c3ccc(C)cc3C)CC2)c1,.,-8%,-14%,62,-12%,.,.
CCOC(=O)C1CCCN(CC(=O)Nc2c(C(=O)OC)[nH]c3ccc(Cl)cc23)C1 (stereo not given),-1%,73%[activator],9%,23,1%,-2,-6
O=C(NCc1ccco1)c1cc(-c2ccccc2)on1,4%,-20%,-12%,31,0%,48*,104*
CCOc1ccc(CNC(=O)c2ccco2)cc1,8%,-13%,2%,31,-9%,20*,40
Cc1ccc(C2C(=O)N(C3CCC(C)CC3)CC(=O)N2C2CCCC2)cc1 (stereo not given),2%,-4%,5%&-2%,?,-6%,-3,6
CCC(=Nc1ccc(OC)cc1OC)c1c(O)[nH]c(=O)[nH]c1=O,-14%,-21%,-6%,77,2%,-3,-5
O=C(CSc1ccc(Br)cc1)NC1CCS(=O)(=O)C1 (stereo not given),.,-13%,0%,34,-22%,.,.
C[C@H](CO)N1C[C@H](C)[C@@H](CN(C)C(=O)Nc2ccc(C(F)(F)F)cc2)Oc2ccc(NS(=O)(=O)c3ccc(F)cc3)cc2C1=O,.,194%[activator],.,-33,-2%,.,.
CC1(C(=O)O)C=CCN1C(=O)c1ccccc1 (stereo not given),4%&4%,-13%,?,-8,13%,-3,-11
C[C@H](NC(=O)N1CCn2c1nc1ccccc12)C(=O)NCc1ccco1,.,-2%,-2%,-36,48%[activator],-1,-14
CCOCCCNC(=O)Cn1nc(-c2ccccc2)ccc1=O,10%,-14%,?,17,-2%,-4,-6
CCOc1ccc(CCNC(=O)C2=C(C)C(=O)OC23CCC(C)CC3)cc1OCC (stereo not given),-7%,96%[activator],11%,37&35,8%,-5,16
CC(C(=O)O)n1cc(Cl)cn1 (stereo not given),3%,-20%,-14%,?,11%,-5,-5

# Profiles as entered above. Order of screens: FBPA Giardia inh	AmpC no deterg	AmpC inh detg	HCMV inh	AMA1 RON2 block	CHX counter	Shiga toxin inh
# Shown for `Cc1ccc(O)c(-c2cc(-c3cccc(Br)c3)n[nH]2)c1` → 3%	43%	-2%	-8	95%[activator]	45*	98*
# Shown for `O=C(CSc1ccc(Br)cc1)NC1CCS(=O)(=O)C1` (stereo not given) → .	-13%	0%	34	-22%	.	.
# Shown for `COc1cc2nc(CN3CCN(C(c4ccccc4)c4ccccc4)CC3)[nH]c(=O)c2cc1OC` → 1%	-13%	-6%	.	.	-2	2
# Shown for `O=C(CCNC(=O)c1ccc([N+](=O)[O-])cc1)Nc1nccs1` → 1%	-8%	-2%	6	0%	-3	-5

# Continued.
SMILES,FBPA Giardia inh,AmpC no deterg,AmpC inh detg,HCMV inh,AMA1 RON2 block,CHX counter,Shiga toxin inh
CC(=O)N1[C@H](Cc2ccccc2)C=C[C@]1(C)C(=O)NCCc1c[nH]c2ccccc12,2%,145%[activator],?,6,-4%,0,-5
O=S(=O)(c1ccc(N2CCCC2)nc1)N1CCCC1,0%,-19%,-6%,-37,-2%,14,-12
CCN1C(=O)[C@H]2[C@H]3CN=C(SC)N3[C@@](Cc3ccccc3)(C(=O)OC)[C@H]2C1=O,.,-3%,.,-1,6%,.,.
O=C(OCC(=O)N1N=C(c2ccc(Cl)cc2)CC1c1ccco1)c1ccccc1O (stereo not given),-6%,-17%,2%,0,-17%,11,-5
CCNC(=O)NC(=O)C(C)OC(=O)c1oc2ccc(OC)cc2c1C (stereo not given),-1%,-7%,2%,34,4%,5,-4
Cc1nc2ccccc2c(=O)n1-c1cccc(C(F)(F)F)c1,1%,-5%,13%,16,4%,-1,-13
CCN(CC)CC#CCOC(=O)C(O)(c1ccccc1)C1CCCCC1 (stereo not given),9%&-1%,75%[activator],0%,-30,0%,-6,-9
NC(=O)CC[C@@H]1NC(=O)[C@H](CO)NC(=O)c2cc([N+](=O)[O-])cc(I)c2OCC[C@@H](C(N)=O)NC1=O,9%,191%[activator],-11%,2,14%,-4,-19
COc1ccc2c(c1)c(C(=O)N/N=C/c1cccs1)c(C)n2C,-13%,-29%,-1%,-15,-8%,-4,-4
O=C(/C=C\Nc1ccc2c(c1)OCO2)c1ccc2c(c1)OCO2,-1%,-30%,-11%,123,-1%,29*,95*
Cc1cccc(CSCc2ccc(C(=O)NCC3CCCO3)o2)c1 (stereo not given),0%,-7%,6%,-25,-7%,-7,-5
COc1ccc(NC(=S)Nc2ccc(S(N)(=O)=O)cc2)c(C)c1,-1%,-18%,-2%,3,5%,-2,-16
O=C(O)c1ccc(-n2c(-c3ccc(Br)cc3)n[nH]c2=S)cc1,1%,-13%,-3%,.,14%,5,-4
c1cn(-c2ncnc3sc4c(c23)CCCC4)cn1,9%,-9%,?,-70*,14%,-4,-5
CC(=O)NC(=S)NNC(=O)COc1ccc([N+](=O)[O-])cc1,-10%,-13%,1%,-25,94%[activator],-1,-18
Cc1ccc(S(=O)(=O)N(C)c2ccc(OC(=O)COc3ccccc3)cc2)cc1,.,-24%,.,-12,-4%[11.6 µM],.,.
O=C1CC(NNc2nc3ccccc3s2)C(=O)N1c1ccccc1 (stereo not given),1%,-15%,-12%,-5,7%,1,32
COc1nc(OC)nc(N2CCC(C(=O)NC3CC3)CC2)n1,3%,-18%,1%,-4,1%,-4,-8
CCOC(=O)c1sc(NC(=O)c2cc3c(s2)CCC(C)C3)nc1C (stereo not given),4%,-23%,4%,-34,-20%,15,52
COc1ccc(-n2c(Cn3c(=O)sc4ccccc43)nnc2SCC(=O)N2CCCCC2)cc1,0%,101%[activator],-15%,-18,-6%,-3,-5
C=CCSc1nn2c(=O)c3ccccc3nc2s1,0%,-23%,-7%,67,6%,35*,48*
O=C(c1cccc2nccnc12)N1CCCC(Nc2ccc(F)c(F)c2)C1 (stereo not given),.,2%,-13%,2,-4%,-2,14
COc1ccc(C(=O)NC(=S)Nc2ccc3[nH]c(=O)[nH]c3c2)c(OC)c1,.,-7%,0%,-14,17%,21*,35
COc1ccc(Cn2c(CCC(=O)Nc3ccc(CC#N)cc3)nc3cccnc32)cc1,0%,16%,-11%,14,-14%,-5,-17
CCN(CC(=O)Nc1ccccc1C(F)(F)F)C(=O)c1ccc2[nH]c3c(c2c1)CC(C)CC3 (stereo not given),.,18%,2%,-21,-26%,.,.

# (list continues)
SMILES,FBPA Giardia inh,AmpC no deterg,AmpC inh detg,HCMV inh,AMA1 RON2 block,CHX counter,Shiga toxin inh
COc1cccc(CC2(CO)CCCN(Cc3nc(-c4cccs4)oc3C)C2)c1 (stereo not given),-1%,123%[activator],8%,-34,-16%,2,-19
CC1CCCCC1NC(=O)CN1CCC(NC(=O)c2ccc([N+](=O)[O-])cc2)CC1 (stereo not given),10%,-3%,4%,0,26%,-7,-13
COc1ccc(Cl)cc1NC(=O)C1CC(c2c(F)cccc2Cl)=NO1 (stereo not given),-5%,-18%,-19%,-40,3%,1,2
Cc1ccc(C)n1-c1cccc(C(=O)Nc2ccccc2)c1,12%,-43%,0%,-18,1%,18*,37
Cc1ccc(C(=O)Nc2ccccc2OC(F)F)cc1,-5%,-8%,?,15,2%,37*,45*
CC(=O)Nc1ccc(NC(=S)NC(=O)/C=C/c2ccccc2)cc1,4%,15%,4%,-29,4%,5,6
Cc1ccc(SC[C@H](Cc2ccccc2)N2CCN(C)CCC2=O)cc1,-2%,150%[activator],6%,-20,-9%,9,9
N#Cc1c(NC(=O)CSc2nc3ccccc3c(=O)n2Cc2ccco2)sc2c1CCCC2,4%,-27%,?,11,-7%,-3,18
COc1cc(OC)cc(C(=O)OCC(=O)NC(c2ccccc2)c2ccccc2)c1,.,-11%,7%,-24,1%,.,.
Cc1cc(C)nc(SCc2csc(-c3ccccc3)n2)n1,-1%,49%,3%,32,4%,61*,85*
COC(=O)c1cccc(NC(=O)CSc2nc(O)c(-c3ccccc3)c(=O)[nH]2)c1,9%,-18%,0%,-38,7%,-4,-7
COc1ccc(OC)c(NC(=O)COC(=O)Cc2ccc(Br)cc2)c1,-14%,1%,7%,-3,-4%,11,14
COc1ccc(OC(C)c2ccc(C#N)c(=O)[nH]2)cc1 (stereo not given),8%,-29%,6%,?,8%,-3,-13
O=C(COc1cccnc1[N+](=O)[O-])Nc1ccc(F)cc1,.,-7%,.,-14,7%,.,.
CC(C)(C)C(=O)Nc1ccc(C(=O)Nc2cccc(Oc3ccc(C(=O)O)c(C(=O)O)c3)c2)cc1,13%,-22%,-5%,48,1%,-3,-17
COC(=O)c1ccccc1NC(=O)Cn1c(=O)n(CCC(=O)NC2CCN(Cc3ccccc3)CC2)c(=O)c2ccccc21,-3%,31%[activator],-7%,-23,-8%,1,3
O=C(Cn1ncc(Cl)c(Cl)c1=O)NC1CCS(=O)(=O)C1 (stereo not given),-2%,-10%,?,-63*,-11%,-1,-5
COc1cc(Br)cc(-c2nc3c(c(=O)[nH]c(=O)n3Cc3ccccc3)n2C)c1O,-11%,-15%,-12%,-9,-11%,-1,-1
CC(C)Cc1csc(NC(=O)c2ccc(Br)cc2)c1C(=O)O,-19%,-38%,7%,0,3%,-2,8
